Compound activity (PubChem)
hERG WT inh = qHTS for Inhibitors of KCHN2 3.1: Wildtype qHTS; U2OS, BacMam KCNH2, thallium flux FluxOr; active compounds read low; activity change, % at 1.84 µM; 0.37% of 340,000 active;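 active means maximum activity change below -70%; inconclusive means maximum activity change between -70% and -50%; inactive means maximum activity change above -50%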; further: on the % scale 0 is the no-effect control and ±100 the full control effect
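U2OS cells were transduced with wild-type KCNH2 virus (2.03 x 10^8 / mL) for 4 h at room temperature, then cultured overnight at 37 C. Thallium flux was read with FluxOr dye. Rate constants were normalized to DMSO controls.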
FBPA coupling cs = qHTS Assay for Inhibitors of Fructose-1,6-bisphosphate Aldolase from Giardia Lamblia: Coupling assay counterscreen; coupling enzyme system counterscreen, AmpLite Red fluorescence; activity change, negative = inhibition, % at 58.2 µM, hits read low; 0.67% of 290,000 active; AID 2472, 2010; in the data active means activity change below about -30%; further: on the % scale 0 is the no-effect control and ±100 the full control effect
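Fluorescence at 525 nm excitation and 598 nm emission measured inhibition of the coupled detection system without aldolase. Compounds (at 57.5 uM final) were preincubated 10 min at room temperature with coupling enzyme reagent before a 20 min substrate/AmpLite Red step.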
KCNH2 3.1 inh = qHTS for Inhibitors of KCHN2 3.1: Mutant qHTS; Potassium voltage-gated channel subfamily H member 2, brain isoform KCNH2 3.1 (human); activity change, % (tested at about 1.8 µM); AID 720553, 2013; 0.95% of 340,000 active; U2OS KCNH2 3.1, thallium flux FluxOr; active compounds read low;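 active means maximum activity change below -70%; inconclusive means maximum activity change from -70% to -50%; inactive means maximum activity change above -50%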;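 further: thallium influx rate constant from kinetic fluorescence after stimulation buffer; on the % scale 0 is the no-effect control and ±100 the full control effect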
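Kinetic fluorescence (2 min after stimulation buffer) measures Tl+ influx through KCNH2 3.1 expressed by viral transduction in U2OS cells; the rate constant is normalized against DMSO controls serving as positive and negative references.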
MLL CXXC-DNA inh = qHTS Fluorescence Polarization Assay for Inhibitors of MLL CXXC domain - DNA interaction; Histone-lysine N-methyltransferase 2A (Homo sapiens), Q03164; MLL-CXXC / FITC-HOXA9 DNA fluorescence polarization; Potency, µM (doses to about 115 µM), for the others: at the highest dose activity change, negative = inhibition, most hits filed as inhibitors; 0.037% of 290,000 active; AID 2662, 2010; active means well fitted inhibition curve with a large enough effect in the polarisation, with a control signal flat, not every such curve was filed as active; inconclusive means small, poorly fitted or top-dose-only effect, or effect the other way, or a change in a side signal; inactive means no such curve, though single readings can be large or run the other way; the % refers to the polarisation; further: potency means the concentration at half of the fitted maximal effect
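Fluorescence polarization: 7 uM MLL-CXXC (stock) preincubated 5 min with compounds, then 50 nM fluorescein-HOX-A9 DNA (stock) added; 30 min ambient. Buffer 50 mM Tris-HCl pH 7.5, 50 mM NaCl, 1 mM DTT, 0.05% BSA.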
B2AR arrestin = qHTS assay of beta-arrestin-biased ligands of beta2-adrenergic receptor | Beta-2 adrenergic receptor (Homo sapiens), P07550 | beta-arrestin recruitment to beta2AR, cell-based reporter | Potency, µM (titrated, usually from 46.1 µM), for inactives: at the highest dose activation, usual class: activators | 0.02% of 330,000 active | AID 492947, 2010;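 further: potency means the concentration at half of the fitted maximal effect; 0% = DMSO controls and full agonism = EC100 isoproterenol or metaproterenol; nearly all actives have a fitted effect of over 65% in size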
Target sequence (P07550 whole entry, looked up): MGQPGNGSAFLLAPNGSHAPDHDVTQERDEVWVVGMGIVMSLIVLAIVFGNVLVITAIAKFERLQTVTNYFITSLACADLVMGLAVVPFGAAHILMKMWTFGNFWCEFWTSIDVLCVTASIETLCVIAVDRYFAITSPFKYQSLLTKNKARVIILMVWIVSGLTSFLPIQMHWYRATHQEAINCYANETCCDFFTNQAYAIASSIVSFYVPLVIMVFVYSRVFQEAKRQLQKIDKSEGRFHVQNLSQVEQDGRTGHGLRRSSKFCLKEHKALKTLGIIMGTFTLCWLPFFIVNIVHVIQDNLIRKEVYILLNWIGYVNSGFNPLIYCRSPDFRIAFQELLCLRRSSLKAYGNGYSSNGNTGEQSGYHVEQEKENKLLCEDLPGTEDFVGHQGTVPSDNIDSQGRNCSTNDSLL
Giardia killer = Small Molecules that selectively kill Giardia lamblia: qHTS | Giardia lamblia trophozoite viability | activity change, % at 7.66 µM, hits read low | 0.15% of 340,000 active | AID 540267, 2011; in the data active means activity change below about -80%; inconclusive means between about -30% and that limit;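 further: parasites exposed to compound for two days anaerobically before the ATP read; on the % scale 0 is the no-effect control and ±100 the full control effect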
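Viability, read as ATP luminescence: trophozoites at 100 cells/well, compound added, 48 hrs anaerobic at 37 deg C, then 15-30 min room-temperature development before reading.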
TRPV1 ag = HTS Assay for Compounds that Act as Agonists of the Vanilloid Receptor 1; activation, % at 8.33 µM; AID 540275, 2011; 0.19% of 320,000 active; Transient receptor potential cation channel subfamily V member 1 (Homo sapiens), Q8NER1; TRPV1-expressing cells, Fluo-8 calcium influx, agonist mode; in the data active means activation above about 80%; inconclusive means between about 30% and that limit; further: 0% is about no effect
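TRPV1-expressing cells were cultured overnight at 35.5C and loaded with Fluo-8 calcium dye for 40 to 90 min at room temperature. After a 10 s baseline, compound was added and calcium influx was read kinetically for 3 min (ex 480/em 520 nm).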
Menin-MLL TR inh = qHTS Assay for Inhibitors Targeting the Menin-MLL Interaction in MLL Related Leukemias: Competition With Texas Red Labeled MLL-derived Mutant Peptide; O00255; Menin + Texas Red MLL mutant peptide, fluorescence polarization; Potency, µM (doses to about 61.6 µM), for inactives: at the highest dose FP activity change, negative = inhibition, hits mostly inhibitors; 0.23% of 270,000 active; active means well fitted inhibition curve with a large enough effect in the polarisation, with a control signal flat, not every such curve was filed as active; inconclusive means small, poorly fitted or top-dose-only effect, or effect the other way, or a change in a side signal; inactive means no such curve, though single readings can be large or run the other way; the % refers to the polarisation; further: potency means the concentration at half of the fitted maximal effect; % of control where 0% means no effect; many of its hits are not listed in these tables
Target sequence (O00255 whole entry, looked up): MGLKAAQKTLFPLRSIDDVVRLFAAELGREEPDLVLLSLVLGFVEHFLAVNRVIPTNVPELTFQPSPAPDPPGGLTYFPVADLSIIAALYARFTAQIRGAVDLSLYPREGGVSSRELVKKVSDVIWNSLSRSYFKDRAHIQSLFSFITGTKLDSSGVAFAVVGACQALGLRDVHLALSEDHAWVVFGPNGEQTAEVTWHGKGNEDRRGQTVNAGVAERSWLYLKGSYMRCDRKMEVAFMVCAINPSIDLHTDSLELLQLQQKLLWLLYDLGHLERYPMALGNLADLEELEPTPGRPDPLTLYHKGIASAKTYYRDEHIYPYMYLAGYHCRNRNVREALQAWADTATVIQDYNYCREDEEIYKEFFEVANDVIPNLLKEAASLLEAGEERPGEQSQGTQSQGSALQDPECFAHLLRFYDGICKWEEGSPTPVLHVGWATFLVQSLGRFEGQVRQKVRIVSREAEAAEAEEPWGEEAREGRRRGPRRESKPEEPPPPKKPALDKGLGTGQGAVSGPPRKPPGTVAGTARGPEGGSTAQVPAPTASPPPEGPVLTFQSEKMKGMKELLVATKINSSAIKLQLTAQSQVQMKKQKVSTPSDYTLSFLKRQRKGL
GALK inhibitor = qHTS Assay for Inhibitors of Human Galactokinase (GALK) | P51570 | Purified GALK, Kinase-Glo residual ATP luminescence | Potency, µM (top dose mostly 57.5 µM), for the others: at the top dose activity change, negative = inhibition, actives largely listed as inhibitors | 0.007% of 270,000 active | AID 1868, 2009; further: potency means the concentration at half of the fitted maximal effect; on the % scale 0 is the no-effect control and ±100 the full control effect
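Compounds were pin-transferred into ATP buffer (35 uM final), then GALK plus galactose (5 nM, 100 uM final) was added. After 1 h at room temperature, Kinase-Glo Plus was added and luminescence read after 10 min.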
PKM2 act = qHTS Assay for Activators of Human Muscle isoform 2 Pyruvate Kinase; 0.34% of 260,000 active; Pyruvate kinase PKM (Homo sapiens), P14618; purified PKM2, Kinase-Glo ATP luminescence, activation; response scale: 0% is enzyme alone, no compound; Potency, µM (series often up to 57.5 µM), for the others: at the top dose activation, hits mostly activators; AID 1631, 2009; further: potency means the concentration at half of the fitted maximal effect; on the % scale 0 is the no-effect control and ±100 the full control effect; nearly all actives have a fitted effect of over 55% in size
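ATP formation by purified human PK-M2, quantified via coupled luciferase luminescence after 1 h at room temperature with 0.1 mM ADP and 0.5 mM PEP final.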
USP2a block = qHTS Assay for Inhibitors of Ubiquitin-specific Protease USP2a Using CHOP2 as the Reporter; Ubiquitin carboxyl-terminal hydrolase 2 (Homo sapiens), O75604; USP2 core, Ub-CHOP2 coupled fluorogenic reporter, 485/531; Potency, µM (doses to about 38.3 µM), without a hit: at the highest dose activity change, negative = inhibition, hits mostly inhibitors; 0.01% of 330,000 active; AID 463254, 2010;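 further: potency means the concentration at half of the fitted maximal effect; plate controls were DMSO wells for no effect and full inhibition by NEM control for full effect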
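Cell-free coupled assay: 10nM USP2 core preincubated 30min RT with compound in Tris-HCl pH 8.0/CaCl2/CHAPS buffer, then 25nM Ub-CHOP2 and 25nM reporter substrate; fluorescence (Ex 485/Em 531) read after 60min RT, normalized to NEM inhibition, concentration-response curves fitted.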
* marks the source's active call; other numbers are inactive results; ? = inconclusive; nt = not tested or not shown; ! = a repeat was not active; [ ] = dose if it differs, or a comment. Unless noted, the call rests on the fitted dose curve; in most records, active means well fitted curve in the direction sought with a large enough effect; inconclusive means small, poorly fitted or top-dose-only effect, or another doubt; inactive means no such curve, though single readings can be large; an effect the other way counts as inactive or inconclusive. A portion of the library; the hit share may differ from the screen's.

SMILES | hERG WT inh | FBPA coupling cs | KCNH2 3.1 inh | MLL CXXC-DNA inh | B2AR arrestin | Giardia killer | TRPV1 ag | Menin-MLL TR inh | GALK inhibitor | PKM2 act | USP2a block
O=C(CSc1nc2ccccc2o1)N1CCN(c2ccc(Cl)cc2)CC1 | -7 | 0 | -2 | 8% | -1.5% | -9 | 19 | -24% | 0% | -9% | 2%
CC(=O)c1cn(Cc2ccccc2)c(=O)[nH]c1=O | -3 | 5 | 25 | 3% | 0.2% | 0 | 1 | -10% | 9% | -1% | -5%
COc1ccc2c(c1)CC/C2=N\OC(=O)c1ccccc1OC | nt | -1 | 13 | -2% | 0.1% | -13 | 4 | -17% | 8% | -15% | 0%
Cc1ccc(SCCC(=O)NCCSCc2ccco2)cc1 | 0 | 3 | -12 | 39%[activator] | 0.1% | -10 | ? | -30% | 4% | 12% | 1%
COc1ccc(NC(=O)C2CCCN(S(=O)(=O)c3ccc(-n4cnnn4)cc3)C2)cc1 (stereo not given) | 12 | 2 | -15 | 5% | 0.1% | -18 | 0 | 16% | 1% | -8% | 0%
Cc1cc(C)nc(SCc2n[nH]c(=S)n2C)n1 | 1 | -2 | 0 | -1% | 0.3% | -13 | -2 | 0% | 1% | 0% | 2%
COc1ccc(NS(=O)(=O)c2cc(NC(=O)CCNC(C)=O)ccc2N2CCCCC2)cc1 | -17 | nt | -5 | nt | 0.2% | -10 | 4 | nt | nt | nt | 4%
COc1ccc(S(=O)(=O)N2CCCC(C(=O)NCCN3CCOCC3)C2)cc1C (stereo not given) | 5 | -3 | 7 | 4% | 0.2% | 12 | -6 | ? | 1% | nt | 0%
CCSc1nnc(NC(=O)[C@@H](NC(=O)c2cc(OC)cc(OC)c2)C(C)C)s1 | 0 | 1 | -6 | 1% | 0.4% | -7 | 2 | -1% | 0% | 3% | -2%
C#CCOCCOCCOCCNc1nc(N2CCN(C(=O)C([C@@H](C)O)n3cc([C@@H](N)CCCCN)nn3)CC2)nc(N2CCN(C(=O)[C@H](CCCCN)n3cc(CN)nn3)CC2)n1 (stereo not given in full) | -2 | nt | 3 | nt | -0.1% | -3 | nt | nt | nt | nt | 4%
Cc1cccc(-c2noc(CN(C(=O)C34CC5CC(CC(C5)C3)C4)C(C)C)n2)c1 | 29 | -3 | 0 | 5% | -0.1% | 9 | 0 | -29% | -3% | -1% | 1%
C#CCOc1ccc(/C=C2/C(=O)NN(c3ccc(F)cc3)C2=O)cc1OC | -11 | 7 | 3 | -1% | -0.3% | 8 | -2 | ? | 1% | nt | 4%
COc1ccc(S(=O)(=O)N2CCC(C(=O)O)(c3ccccc3)CC2)cc1 | -1 | 3 | -1 | 20% | -0.7% | -8 | 2 | -2% | -2% | 1% | 0%
CC1(OC(=O)C2CCCC2)C(=O)C=C2C=C(c3ccsc3)N(C3CCCC3)C=C2C1=O (stereo not given) | nt | -32*! | nt | 4% | 0.4% | -22 | 0 | -22%[11.7 µM] | -1% | -7%[11.5 µM] | 0%
COCCCNC(=O)c1ccc(CS(=O)(=O)c2ccccc2OC)o1 | 6 | 1 | -3 | 2% | 0.2% | -10 | -2 | 2% | -1% | nt | 8%
CCC(C(=O)Nc1nnc(-c2ccco2)s1)c1ccccc1 (stereo not given) | -2 | 5 | -16 | 5% | -0.3% | 2 | -1 | 0% | 3% | 1% | ?
COc1ccc(NC(=O)CSc2nnc(CNC(=O)COc3ccc(Cl)cc3)o2)cc1 | 6 | 2 | 5 | -5% | -0.7% | -10 | -3 | 2% | -2% | 2% | 7%
COc1ccccc1CNC(=O)c1csc2c1CCCC2 | 11 | 0 | -10 | 9% | 0.2% | 0 | 25 | -13% | 6% | 2% | 1%
COC(=O)/C(C#N)=C1/C=Cc2ccccc2N1C | -16 | 3 | -1 | -1% | -0.3% | -2 | -1 | 8% | 0% | 2% | 0%
C=CC(=O)Nc1ccc(Nc2nc(NC3CCC(N(C)C)CC3)nc3c2ncn3C(C)C)cc1 (stereo not given) | 4 | nt | 10 | nt | -0.2% | -17 | nt | nt | nt | nt | 3%
CC(=O)c1ccc(S(=O)(=O)N(C)CCCC(=O)N(C)Cc2ccccc2F)cc1 | -3 | 0 | 15 | 4% | 0.4% | 6 | 0 | -12% | 2% | -1% | 2%
O=C(NCCc1ccccc1)c1ccc(CS(=O)Cc2ccc(Cl)cc2)o1 (stereo not given) | 5 | 1 | -5 | 1% | 0.4% | 14 | 3 | -10% | 1% | nt | 2%
FC(F)Sc1ccc(NC(=S)NC2CCC(NC(=S)Nc3ccc(SC(F)F)cc3)CC2)cc1 (stereo not given) | -15 | 0 | -7 | 32%[activator] | 11% | -7 | ? | nt | 0% | -7% | -1%
O=C(NC(=S)Nc1ccc(CN2CCOCC2)cc1)c1ccc([N+](=O)[O-])cc1 | 8 | 0 | -30 | 3% | 0.3% | 4 | -5 | -19% | -2% | -12% | 1%
CN(O)/C=c1/ccc2c(n1)C(=O)C=CC=2 | 2 | -9 | 5 | -1% | 1.1% | 4 | -2 | -3% | 0% | 2% | 2%
COc1cc(/C=N/NC(=O)Cc2nnc(NC(=O)c3ccccc3)s2)ccc1O | -7 | 5 | 5 | 8% | -0.7% | 12 | 3 | 53%[activator] | 3% | nt | 0%
Cc1cccc(-n2ncc3c(NCCN4CCOCC4)ncnc32)c1 | 5 | 10 | 3 | 5% | -0.3% | 33[activator] | 5 | -3% | -1% | 0% | 13%
C/C(=N/NS(=O)(=O)c1ccc(Br)cc1)c1ccc(C)o1 | 5 | -1 | -2 | -3% | -0.7% | -16 | -4 | 1% | 0% | -10% | 3%
O=C(CSc1cc([N+](=O)[O-])cc(S(=O)(=O)Cc2ccccc2)c1)NC1CC1 | -1 | 0 | 7 | 3% | -0.3% | 1 | 0 | 10% | 2% | 20% | -1%
S=C(Nc1ccccc1Cl)N(Cc1ccccc1)Cc1cccnc1 | -6 | -2 | 25 | -4% | -0.2% | 7 | 25 | -15% | -2% | 1% | -2%
O=C(CSc1nnc(NC(=O)c2c(F)cccc2F)s1)NC1CCCC1 | -6 | -3 | 14 | 4% | -0.2% | -5 | -2 | -17% | -1% | -5% | 1%
Cc1noc2ncnc(Oc3ccccc3Cl)c12 | nt | 4 | 3 | -2% | -0.1% | 13 | 6 | ? | 0% | -3% | -3%
Cc1cccc(-n2c(SCC(=O)N3CCCC3)nc3n[nH]c(C)c3c2=N)c1 | 6 | 3 | -1 | 3% | -0.3% | 34[activator] | 1 | -6% | 1% | 2% | 2%
O=C(CSc1ccc(-c2ccco2)nn1)Nc1ccccc1F | 11 | nt | 4 | -1% | 0.2% | -15 | 1 | nt | -3% | 0% | -2%
CCCCn1c(=NC(=O)c2ccco2)c(C(=O)OCC)cc2c(=O)n3ccccc3nc21 | -13 | 5 | -8 | -4% | -0.1% | 11 | 1 | -6% | 1% | -1% | 1%
COc1ccc(OCC(=O)N2N=C(C)CC2(O)C(F)(F)F)cc1 (stereo not given) | 4 | 0 | 7 | 5% | 0.2% | -9 | 0 | ? | 6% | -6% | -1%
COC(=O)c1sccc1NC(=S)N1CCN(c2ccccc2)CC1 | 16 | 1 | 18 | -3% | -0.3% | -4 | 4 | 3% | 0% | 6% | 2%
CCCn1cc(S(=O)(=O)c2ccccc2)c(=O)c2cc(F)c(N3CCN(C)CC3)cc21 | 4 | 4 | 9 | 6% | -0.3% | -19 | -1 | 1% | -1% | 1% | 1%
O=C(N/C(=C\c1ccc2c(c1)OCO2)C(=O)N1CCOCC1)c1cccs1 | 0 | 0 | 1 | -3% | -0.2% | -6 | -1 | 7% | 1% | -7% | 0%
